# Compound activity from PubChem.
# Rab2A wt mod: changes GTP binding to wildtype dog Rab2A, up or down; P61105; GST-Rab2 wt beads, Bodipy-GTP binding, flow cytometry; GTP binding activity, % at 10 µM; 190,000 compounds, 0.19% hits;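 active means GTP binding activity at least 20 points away from 100%, either lowered or raised; inconclusive means signal likely due to the compound's own green fluorescence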;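 further: 0% = beads with excess unlabeled GTP and 100% = no-compound control corrected for plate trend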
# Pf gametocyte: P. falciparum stage V gametocyte viability inhibition; 150,000 compounds, 0.065% hits; P. falciparum stage V gametocytes, ATP luminescence, 24 h; inhibition, % at 10.9 µM; AID 743093;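 active means inhibition above the mean plus 3 SD of compounds within the control limits, set per campaign, cut at about 38% in these data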;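 further: 0% = DMSO wells and 100% = medium only without gametocytes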
# Rac1 wt modul: alters GTP binding to wildtype human Rac1; GST-Rac1 beads, fluorescent GTP binding, flow cytometry; actives lie on both sides; 0 = cold GTP competed, 100 = untreated; GTP binding activity (% of control), % at 10 µM; 190,000 compounds, 0.27% hits;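 active means GTP binding activity at least 20 points away from the 100% control level, either lower or higher; inconclusive means compound flagged as likely green fluorescent, judged across all proteins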
# Cdc42 wt GTP: changes GTP binding to wildtype human Cdc42 | P60953 | GST-Cdc42 beads, Bodipy-GTP binding, flow cytometry; actives lie on both sides | percent activity (GTP binding), % at 10 µM | 190,000 compounds, 0.2% hits | AID 761;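 active means percent activity GTP binding at least 20 points away from the 100% baseline, either down as inhibitor or up as activator; inconclusive means compound flagged as likely green fluorescent from well-wide comparison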;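 further: median bead fluorescence of bound Bodipy-FL-GTP at 100 nM; 0% = excess unlabeled GTP control and 100% = no compound control; below 100% means less GTP binding so inhibitor and above means activator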
# Target sequence (P60953 whole entry, looked up): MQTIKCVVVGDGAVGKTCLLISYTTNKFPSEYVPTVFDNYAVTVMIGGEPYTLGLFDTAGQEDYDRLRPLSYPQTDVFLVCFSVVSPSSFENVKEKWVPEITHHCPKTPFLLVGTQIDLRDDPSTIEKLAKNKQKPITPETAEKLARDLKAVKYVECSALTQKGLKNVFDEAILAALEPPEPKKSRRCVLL
# Avidin fluor: avidin bead compound fluorescence profile; fluorescence (KMESF) at 10 µM; Avidin beads, compound fluorescence 488/530 nm, flow cytometry; hits give high values; 220,000 compounds, 0.38% hits; in the data active means fluorescence above about 47; further: inactives centre near 10
# ABCG2 inh: human ABCG2 inhibition, ABCB1 as counter-screen; Q9UNQ0; 190,000 compounds, 0.1% hits; IgMXP3 cells, JC-1 efflux, flow cytometry; inhibition, % at 6.6 µM; AID 1325;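 active means inhibition above 80%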;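 further: 0% = DMSO and 100% = nicardipine control wells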
# Target sequence (Q9UNQ0 whole entry, looked up): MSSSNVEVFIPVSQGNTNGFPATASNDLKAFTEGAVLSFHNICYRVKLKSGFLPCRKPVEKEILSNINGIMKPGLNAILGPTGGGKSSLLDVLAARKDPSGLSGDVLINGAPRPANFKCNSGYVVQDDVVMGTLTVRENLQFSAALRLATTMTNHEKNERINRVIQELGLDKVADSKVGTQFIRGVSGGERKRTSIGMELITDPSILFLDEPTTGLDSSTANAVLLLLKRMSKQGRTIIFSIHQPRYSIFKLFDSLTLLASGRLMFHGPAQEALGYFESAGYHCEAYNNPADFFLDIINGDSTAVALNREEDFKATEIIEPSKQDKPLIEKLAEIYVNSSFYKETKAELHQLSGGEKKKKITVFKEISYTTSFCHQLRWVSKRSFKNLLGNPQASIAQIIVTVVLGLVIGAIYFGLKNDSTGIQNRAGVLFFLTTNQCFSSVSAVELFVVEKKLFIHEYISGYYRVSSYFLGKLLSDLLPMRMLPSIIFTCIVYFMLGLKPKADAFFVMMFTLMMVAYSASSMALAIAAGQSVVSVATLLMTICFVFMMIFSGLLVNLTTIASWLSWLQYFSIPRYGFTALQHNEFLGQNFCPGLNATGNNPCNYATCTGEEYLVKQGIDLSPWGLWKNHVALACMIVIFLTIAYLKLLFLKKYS
#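 material = IgMXP3 (ABCG2) plus far-red-tagged CCRF-Adr (ABCB1) cells | amount = 3 million cells/mL, equal mix of both lines | also added = JC-1 transporter substrate | dosing = one concentration, 6.6 µM final | schedule = 10 min at 25 °C | measured by = flow cytometric JC-1 green MFI at 530 nm | read-out basis = percent efflux inhibition, scaled nicardipine 100% to DMSO 0%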
# Mcl1-Noxa inh: disrupts binding of human Mcl-1 to Noxa peptide. Q07820. TR-FRET Mcl-1/Noxa peptide binding, 2 h. inhibition, % at 21.7 µM. 220,000 compounds, 1.5% hits. AID 1022;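 active means compounds that cut the protein-peptide binding signal by more than 50% relative to plate controls in a single-dose test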;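 further: His-tagged Mcl-1 with rhodamine Noxa BH3 peptide and terbium anti-His antibody; 0% = Mcl-1 plus Noxa peptide wells and 100% = peptide-only wells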
# HRas wt GTP bind: human HRas wildtype GTP binding, change in either direction; GST-Ras wt beads, Bodipy-FL-GTP binding, flow cytometry; actives lie on both sides; GTP binding activity, % at 10 µM; 190,000 compounds, 0.14% hits; AID 759;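 active means GTP binding activity at least 20% away from the 100% baseline, either lowered as inhibitor or raised as activator; inconclusive means flagged as likely green fluorescent, judged across all proteins in the well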;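 further: 0% = unlabeled GTP competition control and 100% = no-compound control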
# Target sequence (P01112 whole entry, looked up): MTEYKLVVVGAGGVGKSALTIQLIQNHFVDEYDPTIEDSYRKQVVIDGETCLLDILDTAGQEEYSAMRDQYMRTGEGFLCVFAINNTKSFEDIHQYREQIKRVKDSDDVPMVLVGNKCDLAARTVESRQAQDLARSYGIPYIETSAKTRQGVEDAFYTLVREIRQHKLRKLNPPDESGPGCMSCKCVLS
# ABCB1 inh: blocks JC-1 efflux by human ABCB1 transporter. CCRF-Adr cells, flow cytometry. inhibition, % at 6.6 µM. 190,000 compounds, 0.067% hits. AID 1326; in the data active means inhibition above about 40%;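 further: 0% = vehicle and 100% = reference inhibitor; higher value means more JC-1 retained so stronger ABCB1 efflux block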
# Rac1 mut GTP: human Rac1 activated mutant GTP binding change; percent activity (GTP binding), % at 10 µM; GST-Rac1 activated beads, fluorescent GTP binding, flow cytometry; actives lie on both sides; 100% means binding = to untreated wells; 190,000 compounds, 0.11% hits;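 active means GTP binding at least 20 percentage points away from the 100% baseline, in either direction, so actives lie on both sides; inconclusive means Compound likely fluorescent itself, or too few beads counted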
# Rab7 wt modul: dog Rab7 wildtype GTP binding, inhibitors and activators | GST-Rab7 beads, fluorescent GTP binding, flow cytometry; actives lie on both sides; untreated = 100%, excess cold GTP = 0% | GTP binding activity (percent of control), % at 10 µM | 190,000 compounds, 0.055% hits;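 active means fluorescent GTP binding to Rab7 beads changed by at least 20 points from the 100% baseline, either direction, mostly lower; inconclusive means compound itself probably fluorescent, or too few beads counted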;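 further: median green fluorescence of bound Bodipy-FL-GTP per Rab7 bead population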
# Active calls of the source: *; ? = inconclusive; · = no result given.
SMILES,Rab2A wt mod,Pf gametocyte,Rac1 wt modul,Cdc42 wt GTP,Avidin fluor,ABCG2 inh,Mcl1-Noxa inh,HRas wt GTP bind,ABCB1 inh,Rac1 mut GTP,Rab7 wt modul
CCC1(C)Cc2nc3[nH]c(=S)n(-c4ccccc4)c(=O)c3cc2CO1 (stereo unspecified),99,11,104,104,12,0,8,98,0.0,98,97
CCCN(CC1CC1)C(=O)COC(=O)c1ccc(CNS(=O)(=O)c2ccc(F)c(Cl)c2)cc1,102,·,104,96,8,-1,10,101,0.4,101,99
COc1ccc(NC(=S)NCCNC(C)=O)cc1,97,0,99,97,12,-6,7,96,-1.4,93,99
CCNc1nc(NC(C)C)nc(Oc2ccc(OCCOc3ccccc3)nn2)n1,99,-8,97,97,20,1,1,97,0.6,96,96
C=CCc1c(C)nc2ccc(C(=O)OCC)cc2c1Cl,97,-8,98,98,12,0,4,96,0.1,95,97
Cc1c(S(=O)(=O)N2CCCC(C(=O)O)C2)cnn1C (stereo unspecified),100,21,102,105,14,19,-6,103,1.4,98,100
CCOc1ccccc1C(=O)NC1CC2CCCC(C1)N2C1CC1 (stereo unspecified),100,·,99,101,39,1,7,101,0.2,99,98
COc1ccc(C(=O)CN2CCN(S(=O)(=O)c3cccc([N+](=O)[O-])c3)CC2)cc1OC,102,8,105,100,16,14,9,102,1.7,99,100
CCn1c(CCNC(=O)c2ccc(Cl)cc2)nnc1SCC(=O)NC1CCCC1,100,8,104,98,3,3,0,98,0.9,101,96
COc1ccc(Cl)cc1C(=O)NNC(=O)CSc1nnnn1C,97,3,93,94,20,1,-7,97,0.2,95,103
CCC(=O)c1ccc(OCC(O)Cn2cnc3ccccc32)cc1 (stereo unspecified),99,0,103,100,22,8,5,100,1.0,100,95
COC(=O)c1ccccc1NC(NC(=O)c1ccco1)C(=O)c1ccc(C)cc1 (stereo unspecified),91,14,93,92,12,10,2,95,1.7,92,90
COc1ccc(OC)c2[nH]c(=O)c(CCNC(=S)NC(C)(C)C)cc12,91,-2,92,88,9,1,-13,95,1.1,95,94
CC(=O)c1c(C)oc2c1C(=O)c1ccccc1C2=O,97,18,100,98,7,17,11,97,0.5,99,99
COC(=O)C1=C(C)N(c2ccc(F)cc2)/C(=C/c2ccc(O)cc2)C1=O,96,·,95,95,8,5,21,96,1.3,95,108
COC(=O)C1C(c2ccc(OC)cc2)Nc2nnc(C(F)(F)F)n2C1(C)O (stereo unspecified),97,3,99,99,13,1,13,100,0.4,99,104
CCCC(=O)OC1CCS(=O)(=O)c2sccc21 (stereo unspecified),96,15,97,97,11,7,8,95,1.1,93,97
Cc1ccc(CN2CCc3c(OCc4ccc(F)cc4)cccc3C2=O)cc1,98,-9,105,100,9,33,-6,99,1.3,96,97
CC(=O)NC(C)c1nc2ccccc2n1C(C)C (stereo unspecified),104,·,110,106,9,-2,3,103,-2.0,100,101
CCOC(=O)C1=C(O)c2ccccc2C(=O)/C1=C\c1ccc(CC)cc1,100,·,102,97,16,5,85*,99,2.5,96,99
CS(=O)(=O)C1=C(O)C(=O)N(c2ccccc2)C1c1ccccc1 (stereo unspecified),103,·,108,106,10,2,14,104,0.7,102,102
CCOc1ccc(NC(=O)c2ccc3nccnc3c2)cc1,99,1,106,103,5,1,1,102,0.1,101,101
CCOC(=O)CN(C(=O)CSc1nnc(-c2ccncc2)n1CCCN(C)C)c1ccccc1,92,·,101,89,6,1,11,92,0.1,93,92
COCc1cc(C)nc(NCCO)c1C#N,102,·,107,103,14,-1,0,101,0.3,98,103
CCOc1ccc(/C=N/Nc2ccccn2)cc1OC,94,12,96,93,16,23,13,94,-0.1,95,97
C/C(Cn1nc([N+](=O)[O-])cc1C)=N\NC(=O)c1ccc(C(C)(C)C)cc1,98,23,105,104,8,2,1,100,-0.5,102,97
CCOc1cc(/C=N/NC(=O)C(=O)NC2CC2)cc(Br)c1O,98,-40,103,103,13,1,32,99,-0.1,101,99
O=C1CC(NCCC2=CCCCC2)C(=O)N1c1cccc(Cl)c1Cl (stereo unspecified),104,·,109,105,35,0,11,106,0.1,103,109
O=C1OC2(CCCCC2)OC(=O)C1=CNc1nccs1,97,·,104,102,32,8,11,98,1.0,97,96
Cc1nc(NC(=O)/C=C/c2ccccc2)sc1C(=O)Nc1ccccc1Cl,93,5,91,97,12,0,·,97,-0.1,94,94

# 3 of the compounds above, with two lines to a compound.
# Every second line gives: Rab2A wt mod, Pf gametocyte, Rac1 wt modul, Cdc42 wt GTP, Avidin fluor, ABCG2 inh, Mcl1-Noxa inh, HRas wt GTP bind, ABCB1 inh, Rac1 mut GTP, Rab7 wt modul
- COC(=O)C1C(c2ccc(OC)cc2)Nc2nnc(C(F)(F)F)n2C1(C)O (stereo unspecified)
    97, 3, 99, 99, 13, 1, 13, 100, 0.4, 99, 104
- CCOC(=O)C1=C(O)c2ccccc2C(=O)/C1=C\c1ccc(CC)cc1
    100, ·, 102, 97, 16, 5, 85*, 99, 2.5, 96, 99
- CCOc1ccc(NC(=O)c2ccc3nccnc3c2)cc1
    99, 1, 106, 103, 5, 1, 1, 102, 0.1, 101, 101

# Continuation.
SMILES,Rab2A wt mod,Pf gametocyte,Rac1 wt modul,Cdc42 wt GTP,Avidin fluor,ABCG2 inh,Mcl1-Noxa inh,HRas wt GTP bind,ABCB1 inh,Rac1 mut GTP,Rab7 wt modul
CN(C)NC(=S)Nc1ccc(Cl)cc1,99,-10,100,100,9,0,-13,100,0.2,96,98
COc1cc(/C=N/Nc2nn3cnnc3c3ccccc23)ccc1O,72*,·,75*,58*,12,1,68*,62*,0.6,?,81
Cc1cccc2cc(CN(Cc3nnnn3C3CCCCC3)C3CCCC3)c3nnnn3c12,99,13,104,95,38,62,-5,99,18,97,101
CCS(=O)(=O)N1Cc2ccccc2CC1C(=O)NCC12CC3CC(CC(C3)C1)C2 (stereo unspecified),100,-36,103,103,8,5,4,102,0.7,99,99
CCN(CC)CCN1C(=O)C(=O)/C(=C(/O)c2c(C)[nH]c(C(=O)OC)c2C)C1c1cccc(OC)c1 (stereo unspecified),102,15,107,100,23,0,16,101,0.0,100,103
C=CCn1c(C)csc1=Nc1ccc(C(=O)O)cc1,96,-5,95,92,10,-2,30,94,0.2,95,98
CCOc1cc(N2CCOCC2)c(OCC)cc1NC(=O)COc1ncnc2ccc(Br)cc12,104,-13,105,105,18,37,41,104,2.2,99,102
Cc1c([C@@H]2C[C@H]3CN(Cc4cccc(Cl)c4)C(=O)[C@]34CCCN24)cnn1C,99,-2,100,103,12,15,15,99,1.7,97,101
CCCCNC(=O)Nc1nc2ccc(CC)cc2s1,94,19,91,93,27,1,-4,93,-0.3,93,95
CCOc1ccc(C(=O)CC(Sc2ccc(C)cc2)C(=O)O)cc1 (stereo unspecified),84,-3,89,80,9,2,21,89,0.1,80,103
COc1ccc(NC(=O)c2ccc(=O)[nH]c2)cc1S(=O)(=O)N1CCCCC1,101,-34,104,102,13,-8,12,102,-0.4,101,100
CSc1nnc(-c2cnccn2)n1C,106,·,111,106,19,0,1,104,-0.1,102,104
CC(C)(C)OC(=O)NCCCC[C@@H](C(=O)N1CCN(C(=O)OC(C)(C)C)CC1)n1cc(CCC(=O)O)nn1,99,12,96,98,6,2,-2,96,2.9,96,104
Cc1cc(C(=O)CSc2nnc3c(Cl)cc(Cl)cn23)c(C)n1C,93,-20,91,96,7,0,·,96,0.3,92,91
COCCn1c(=O)c2ccccc2c2ccccc2c1=O,102,-6,100,103,9,-1,0,97,0.1,100,104
COc1ccc(CCNC(=O)c2cc(C(=O)c3cc(C)ccc3O)cn(CCc3ccc(OC)cc3)c2=O)cc1,98,1,103,101,3,5,26,102,2.9,97,102
c1csc(-c2nc3ccccc3[nH]2)c1,99,23,101,96,22,56,14,98,0.2,96,99
O=C(CN1CCN(Cc2ccc3c(c2)OCO3)CC1)Nc1ccc2c(c1)OCCO2,98,·,96,96,14,0,6,97,0.2,98,97
CCCC(C(=O)NCc1ccco1)N(C(=O)CNS(=O)(=O)c1ccccc1)c1ccccc1OC (stereo unspecified),103,-2,107,104,12,2,-17,104,1.1,101,101
NC(=O)c1ccc2c(c1)OCCO2,105,·,113,112,5,2,7,106,0.6,103,101
COc1ccc(OC(=O)c2cccc([N+](=O)[O-])c2)c(C(=O)/C=C/c2cccs2)c1,102,-18,110,107,11,7,9,104,1.3,102,102
CCOC(=O)N1CCC(NCCNC(=O)c2ccccc2)CC1,102,-9,105,102,29,3,20,100,1.0,102,97
Cc1ccc(S(=O)(=O)c2cnc3cc(C)nn3c2N)cc1,97,-10,97,100,10,4,9,97,1.7,97,102
COc1ccc(/C=C2\C(=O)OCc3cc(OC)c(OC)cc32)cc1OC,98,·,100,100,23,12,-1,100,1.5,99,100
O=[N+]([O-])/C=C/c1cn(Cc2ccccc2)c2ccccc12,97,·,96,94,11,-2,17,96,-0.9,97,95
Cc1nnc(SCC(=O)c2ccc(Br)cc2)s1,99,·,103,96,23,0,-5,100,-0.5,98,100

# Reformatted with tabs: entries from further up
canonical_smiles	Rab2A wt mod	Pf gametocyte	Rac1 wt modul	Cdc42 wt GTP	Avidin fluor	ABCG2 inh	Mcl1-Noxa inh	HRas wt GTP bind	ABCB1 inh	Rac1 mut GTP	Rab7 wt modul
COc1ccc(OC(=O)c2cccc([N+](=O)[O-])c2)c(C(=O)/C=C/c2cccs2)c1	102	-18	110	107	11	7	9	104	1.3	102	102
CCOC(=O)N1CCC(NCCNC(=O)c2ccccc2)CC1	102	-9	105	102	29	3	20	100	1.0	102	97
Cc1ccc(S(=O)(=O)c2cnc3cc(C)nn3c2N)cc1	97	-10	97	100	10	4	9	97	1.7	97	102
COc1ccc(/C=C2\C(=O)OCc3cc(OC)c(OC)cc32)cc1OC	98	·	100	100	23	12	-1	100	1.5	99	100
O=[N+]([O-])/C=C/c1cn(Cc2ccccc2)c2ccccc12	97	·	96	94	11	-2	17	96	-0.9	97	95

# An unsorted share of the library; about 2.3% have a hit in one of these screens.
